Eya2 phos inh = qHTS Assay for Inhibitors of the Phosphatase Activity of Eya2; 330,000 compounds, 0.006% hits; Potency, µM (titrated, usually from 76.9 µM), for the others: at the highest dose activity, negative = inhibition, hits mostly inhibitors; recombinant Eya2, OMFP fluorescence dephosphorylation (OMFP is methylfluorescein phosphate); also: potency is read from the fitted curve at half-maximal effect; % is scaled to controls: 0 for no effect and ±100 for the full control effect
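Eya2 protein (added as 0.2 uM solution) was preincubated with compound for 10 min at ambient temperature in 50 mM HEPES pH 7.5, 50 mM NaCl, 5 uM MgCl2, 0.05% BSA, 1 mM DTT. OMFP (added at 50 uM) then reacted 10 min; fluorescence read at 485/525 nm.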
ASM inhibitor = Inhibitors of Secretory Acid Sphingomyelinase (S-ASM): qHTS; Potency, µM (doses to about 57.5 µM), without a hit: top-dose activity change, negative = inhibition, most hits filed as inhibitors; Sphingomyelin phosphodiesterase (Homo sapiens), P17405; placental ASM, HMU-PC fluorogenic substrate, 60 min; 340,000 compounds, 0.006% hits; also: potency is read from the fitted curve at half-maximal effect
Target sequence (P17405 47-631 limits assumed): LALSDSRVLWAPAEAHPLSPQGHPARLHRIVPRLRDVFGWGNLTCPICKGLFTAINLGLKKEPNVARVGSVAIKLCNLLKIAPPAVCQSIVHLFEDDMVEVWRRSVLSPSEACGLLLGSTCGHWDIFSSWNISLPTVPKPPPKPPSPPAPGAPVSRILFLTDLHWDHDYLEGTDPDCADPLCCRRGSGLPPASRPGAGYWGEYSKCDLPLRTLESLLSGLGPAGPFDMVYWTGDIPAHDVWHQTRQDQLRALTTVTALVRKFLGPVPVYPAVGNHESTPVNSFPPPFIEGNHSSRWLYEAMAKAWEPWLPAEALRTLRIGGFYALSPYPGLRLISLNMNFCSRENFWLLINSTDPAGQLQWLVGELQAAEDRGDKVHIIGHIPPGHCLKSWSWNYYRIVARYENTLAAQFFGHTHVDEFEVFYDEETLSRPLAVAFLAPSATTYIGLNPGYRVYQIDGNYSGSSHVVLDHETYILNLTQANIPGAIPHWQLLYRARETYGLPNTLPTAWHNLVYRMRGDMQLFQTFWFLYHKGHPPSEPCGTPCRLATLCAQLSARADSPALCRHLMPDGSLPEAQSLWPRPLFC
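HMU-PC0 cleavage (9 uM final) by human placental ASM, 60 min at 37 °C following 10 min compound exposure at RT; stopped at pH 10, fluorescence Ex 386/Em 447 nm.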
B2AR arrestin = qHTS assay of beta-arrestin-biased ligands of beta2-adrenergic receptor; Beta-2 adrenergic receptor (Homo sapiens), P07550; beta-arrestin recruitment to beta2AR, cell-based reporter; Potency, µM (series often up to 46.1 µM), inactives show at the highest dose activation, actives largely listed as activators; 330,000 compounds, 0.02% hits; AID 492947, 2010;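 also: potency is read from the fitted curve at half-maximal effect; 0% = DMSO controls and full agonism = EC100 isoproterenol or metaproterenol; nearly all actives have a fitted effect of over 65% in size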
BRCA1 expr act = qHTS Assay to Identify Small Molecule Activators of BRCA1 Expression | MCF7-BRCA1-FFLuc reporter, luminescence, 48 h; response scale: scaled: vehicle 0%, 10 µM genistein 100% | Potency, µM (doses to about 46.1 µM), without a hit: at the top dose activation, usual class: activators | 380,000 compounds, 1.1% hits; also: potency is read from the fitted curve at half-maximal effect; nearly all actives have a fitted effect of over 80% in size; some results filed as inactive show a strong effect at the top dose
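MCF7-BRCA1-FFLuc cells, 2000/well in phenol-red-free MEM, attached 2 h then treated 48 h at 37 C. Luciferase luminescence read 15 min after reagent; normalized to genistein maximum activation (10microM) and DMSO, concentration-response fitted.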
p53 reactivation = qHTS assay for re-activators of p53 using a Luc reporter; 320,000 compounds, 0.063% hits; Potency, µM (highest dose often 92.2 µM), for inactives: at the highest dose activity change, positive = activation, most hits filed as activators; AID 504706, 2011; H1299 p53-A138V BP100-luciferase reporter, luminescence, 24 h; also: potency is read from the fitted curve at half-maximal effect; % of control where 0% means no effect; nearly all actives have a fitted effect of over 45% in size
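p53-null H1299 cells stably carrying temperature-sensitive p53-A138V and a BP100-luciferase reporter were pinned with compounds (4-point, 1:5 series) and held 24 hrs at 37 deg C. Luminescence was read 10 min after detection reagent.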
ELG1 genotox = qHTS screen for small molecules that induce genotoxicity in human embryonic kidney (HEK293T) cells expressing luciferase-tagged ELG1 | HEK293T ELG1-luciferase reporter, luminescence, 16 h | Potency, µM (doses to about 46 µM), inactives show top-dose activity change, positive = activation, actives largely listed as activators | 330,000 compounds, 1.3% hits; also: potency is read from the fitted curve at half-maximal effect; % of control where 0% means no effect; nearly all actives have a fitted effect of over 60% in size
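Luminescence read-out: rising ELG1-luciferase signal, reflecting elevated ELG1 protein under genetic stress, flags genotoxic compounds. Cells were treated for 16 hr at 37 °C before ONE-Glo detection.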
Integrin act MD = qHTS for Activators of Integrin-Mediated Alleviation for Muscular Dystrophy. alpha7betagal myoblasts, beta-gal FDG fluorescence, 48 h. Potency, µM (doses to about 38.3 µM), inactives show top-dose activation, most hits filed as activators. 350,000 compounds, 0.064% hits;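 also: potency is read from the fitted curve at half-maximal effect; 100% = response of the positive control SU9516; nearly all actives have a fitted effect of over 60% in size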
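Alpha7betagal+/- myoblasts (passage 13) were plated 16-24 hr, then exposed to compounds (1:260 dilution of DMSO stock) for 48 hours at 37C. After MPER lysis, β-galactosidase reporter activity was read as FDG fluorescence (ex 480/em 540) after 30 minutes.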
USP2a inh = qHTS Assay for Inhibitors of Ubiquitin-specific Protease USP2a Using CHOP2 as the Reporter. Ubiquitin carboxyl-terminal hydrolase 2 (Homo sapiens), O75604. USP2 core, Ub-CHOP2 coupled fluorogenic reporter, 485/531. Potency, µM (titrated, usually from 38.3 µM), for inactives: at the highest dose activity change, negative = inhibition, hits mostly inhibitors. 330,000 compounds, 0.01% hits;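 also: potency is read from the fitted curve at half-maximal effect; plate controls were DMSO wells for no effect and full inhibition by NEM control for full effect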
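Deubiquitinase activity read as fluorescence (485/531 nm) after Ub-CHOP2 cleavage activates the enterokinase reporter on its substrate; USP2 core 10nM, Ub-CHOP2 and substrate 25nM each, 30min compound preincubation then 60min RT; data normalized to NEM, curves fitted.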
uPA surface inh = qHTS for Inhibitors of Cell Surface uPA Generation. Potency, µM (series often up to 38.3 µM), for inactives: at the highest dose activity change, negative = inhibition, hits mostly inhibitors. 330,000 compounds, 0.31% hits. cell surface uPA generation assay, qHTS. AID 540303, 2011; active = well fitted inhibition curve with a large enough effect; inconclusive = small, poorly fitted or top-dose-only effect; inactive = no such curve, though single readings can be large or run the other way; tested in mouse RAW 264.7 cells; also: potency is read from the fitted curve at half-maximal effect; % is scaled to controls: 0 for no effect and ±100 for the full control effect; nearly all actives have a fitted effect of over 55% in size
TSG101-PTAP inh = qHTS Assay for Iinhibitors of HIV-1 Budding by Blocking the Interaction of PTAP/TSG101 | Tumor susceptibility gene 101 protein (Homo sapiens), Q99816 | Fluorescence polarization, FITC-PTAP peptide / Tsg101 binding | Potency, µM (doses to about 115 µM), without a hit: at the highest dose activity change, negative = inhibition, actives largely listed as inhibitors | 340,000 tested, under 10 active | AID 493005, 2010; active = well fitted inhibition curve with a large enough effect in the main read-out, with a control signal flat, not every such curve was filed as active; inconclusive = small, poorly fitted or top-dose-only effect, or effect the other way, or a change in a side signal; inactive = no such curve, though single readings can be large or run the other way; also: potency is read from the fitted curve at half-maximal effect; % of control where 0% means no effect
Target sequence (Q99816 whole entry, looked up): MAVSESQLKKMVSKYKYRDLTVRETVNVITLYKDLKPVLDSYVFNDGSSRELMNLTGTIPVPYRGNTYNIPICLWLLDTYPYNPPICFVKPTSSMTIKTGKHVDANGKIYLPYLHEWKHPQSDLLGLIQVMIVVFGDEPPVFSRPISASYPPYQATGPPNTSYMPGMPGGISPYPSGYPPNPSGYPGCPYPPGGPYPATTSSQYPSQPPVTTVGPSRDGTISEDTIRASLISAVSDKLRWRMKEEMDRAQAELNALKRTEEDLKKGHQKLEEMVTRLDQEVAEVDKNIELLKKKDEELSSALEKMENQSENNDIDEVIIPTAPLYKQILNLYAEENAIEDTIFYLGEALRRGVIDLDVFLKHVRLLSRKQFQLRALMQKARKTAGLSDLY
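Steps: Tsg101 binding domain dispensed (10 uM final), compounds pinned in DMSO, FITC-labeled PTAP-motif peptide added (50 nM final); after 20 min binding at room temperature, polarization measured.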
TRPV1 ag = HTS Assay for Compounds that Act as Agonists of the Vanilloid Receptor 1; Transient receptor potential cation channel subfamily V member 1 (Homo sapiens), Q8NER1; TRPV1-expressing cells, Fluo-8 calcium influx, agonist mode; activation, % at 8.33 µM; 320,000 compounds, 0.19% hits; AID 540275, 2011; in the data active = activation above about 80%; inconclusive = between about 30% and that limit; also: 0% is about no effect
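Fluo-8 calcium influx in TRPV1-expressing cells, kinetic read (ex 480/em 520 nm). Compound added and read 3 min for agonist activity, followed by capsaicin at EC20 final and 2 min further read for enhancement.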
Starred values were filed as active, the others as inactive; i = inactive; ? = inconclusive; . = not tested or not shown; [ ] = remark or other dose. Unless noted, calls follow the shape of the dose curve; as a rule, active = well fitted curve in the direction sought with a large enough effect; inconclusive = small, poorly fitted or top-dose-only effect, or another doubt; inactive = no such curve, though single readings can be large; an effect the other way counts as inactive or inconclusive.

No.	SMILES	Eya2 phos inh	ASM inhibitor	B2AR arrestin	BRCA1 expr act	p53 reactivation	ELG1 genotox
1	O=C(NNS(=O)(=O)c1ccc(F)cc1)c1ccccc1F	7%	3%	-0.1%	-5%	16%	-3%
2	O=C(NC1CCCCC1)C(c1cccs1)N(C(=O)Cc1c[nH]c2ccccc12)c1ccc(F)cc1 (stereo unspecified)	-1%	3%	-0.4%	10%[1.84 µM]	1%	-12%
3	COc1ccccc1NS(=O)(=O)c1ccc2oc(N)nc2c1	8%	1%	-0.4%	-4%	-7%	0%
4	COc1ccc(Cl)cc1NC(=O)CSc1nc(N2CCCCC2)nc(N2CCCCC2)n1	-30%	0%	-1.1%	-26%	1%	-7%
5	C=CCn1c(Cc2cccs2)nnc1SCC(=O)c1ccc(F)cc1	12%	1%	-0.6%	26%	2%	0%
6	COc1ccc(Br)cc1/C=C/C(=O)Nc1ccc(C)cc1	3%	-3%	-1.6%	-67%	-22%	-8%
7	Cc1ccc(-n2nnc3c(=O)n(CC(N)=O)cnc32)cc1	11%	1%	0.1%	9%	0%	2%
8	CCOc1ccc(N2C(=O)C3C(c4ccccc4)=NN(c4ccccc4)C3C2=O)cc1 (stereo unspecified)	13%	i	-0.5%	-19%	-8%	-4%
9	OCC(Cc1ccccc1)Nc1c2ccccc2nc2ccccc12 (stereo unspecified)	-1%	341%[activator]	8.1%	-1%	-7%	0%
10	CN(C)c1ccc(N/C=C/C(=O)C(C)(C)C)cc1	13%	2%	0.2%	60%	?	?
11	O=C(Nc1cc(Cl)ccc1N1CCCC1)C1=COCCO1	-1%	2%	0.0%	-7%	-3%	0%
12	c1ccc(N2CC[N+]3(CCCC3)CC2)nc1	3%	4%	0.3%	8%	4%	-2%

No.	Integrin act MD	USP2a inh	uPA surface inh	TSG101-PTAP inh	TRPV1 ag
1	0%	3%	-44%	-2%	1
2	8%	3%	2%	1%	2
3	14%	0%	5%	-3%	4
4	25%	4%	-1%	0%	-1
5	-3%	1%	3%	-4%	3
6	-5%	1%	8%	1%	?
7	?	3%	5%	-6%	-1
8	15%	2%	8%	-3%	1
9	4%	2%	-9%	-5%	6
10	-50%[inhibitor]	0%	-5%	-6%	2
11	?	2%	-19%	0%	5
12	17%	0%	2%	-6%	-1

Other results:
No.	SMILES	Eya2 phos inh	ASM inhibitor	B2AR arrestin	BRCA1 expr act	p53 reactivation	ELG1 genotox
13	O=S1(=O)N=C(c2ccccc2)C=C(c2ccccc2)N1	3%	76%[activator]	0.0%	-6%	-3%	4%
14	CSc1nc2ccccc2s1	7%	-1%	-0.5%	-1%	8%	2%
15	CCOc1ccc(C(=O)CCC(=O)NNC(=O)CCN2CCN(c3ccccc3)CC2)cc1	2%	-1%	-0.8%	-12%	-1%	0%
16	CCOP(=O)(OCC)C(Nc1cc(Cl)cc(Cl)c1)c1cccc(O)c1 (stereo unspecified)	-12%	14%	-0.5%	-7%	0%	0%
17	Cn1c(CC(=O)Nc2ccccc2F)nnc1SCC(=O)Nc1nccs1	7%	3%	0.4%	-4%	6%	1%
18	CCCCN1/C(=C/c2cccc[n+]2C)Sc2cc(NC(C)=O)ccc21	-15%	-1%	-0.2%	2%	5%	-1%
19	CC(C)(C)C(=O)Nc1ccc(C(=O)CN2C(=O)NC3(CCOc4ccccc43)C2=O)cc1 (stereo unspecified)	16%	-1%	4.4%	0%	0%	-1%
20	NCC(O)CN1CCN(Cc2ccccc2)CC1 (stereo unspecified)	7%	5%	-0.1%	-5%	1%	-1%
21	CCNc1nc(NC(C)C)nc(Oc2ccc(/C=N/O)cc2)n1	23%	1%	0.1%	-4%	-7%	-1%
22	CCc1nnc(NC(=O)CSc2ncc(-c3ccccc3)n2CC)s1	-3%[15.4 µM]	1%	0.4%	0%	2%	0%
23	Cc1nccc2[nH]c(=O)c(C(=O)NC(C)CCc3ccccc3)cc12 (stereo unspecified)	-4%	.	-1.0%	.	4%	-1%
24	FC(F)Oc1ccc(NC(=S)NCc2ccccc2)cc1Cl	0%	-4%	-0.1%	-15%	10%	0%

No.	Integrin act MD	USP2a inh	uPA surface inh	TSG101-PTAP inh	TRPV1 ag
13	0%	6%	5%	-6%	.
14	5%	2%	6%	1%	0
15	-19%	-1%	-1%	0%	.
16	-32%	-5%	-18%	-4%	-2
17	?	0%	6%	-4%	-2
18	15%	-3%	-2%	0%	0
19	27%	3%	10%	0%	13
20	?	0%	2%	0%	0
21	-33%	3%	-5%	-3%	-3
22	-10%	-2%	0%	-1%	4
23	.	6%	.	.	29
24	-34%	-1%	.	-5%	?

(list continues)
No.	SMILES	Eya2 phos inh	ASM inhibitor	B2AR arrestin	BRCA1 expr act	p53 reactivation	ELG1 genotox
25	CC(CN1CCCCC1)NC(=O)c1cc(-c2ccccn2)nc2ccc(Cl)cc12 (stereo unspecified)	10%	2%	3.5%	-7%	-1%	-5%
26	Cc1ccc2cc(CN(Cc3ccc4c(c3)OCO4)Cc3nnnn3Cc3ccco3)c(=O)[nH]c2c1C	13%	-5%	-0.2%	-32%	-14%	-14%
27	Cn1c(SCC(=O)NC2CCCCC2)nnc1-c1cccnc1	1%	3%	-0.2%	1%	1%	-2%
28	N#CC1CCCc2c1[nH]c1ccc([N+](=O)[O-])cc21 (stereo unspecified)	1%	-1%	-0.7%	4%	-5%	-6%
29	CCCOc1ccc(C2C(C(=O)c3ccco3)=C(O)C(=O)N2CCN2CCOCC2)cc1OC (stereo unspecified)	7%	.	-0.7%	.	1%	0%
30	O=S(=O)(NCC1CCN(c2ccc(S(=O)(=O)N3CCOCC3)cc2)CC1)c1ccccc1	1%	-1%	3.1%	-38%	-6%	-1%
31	CCc1cc(C(=O)NNC(=S)NCc2ccccc2)cs1	-11%	5%	-1.0%	10%	29%	1%
32	Cc1ccc(NS(=O)(=O)c2ccc(OCC(=O)NCc3cccnc3)cc2)cc1	-17%	.	4.0%	-4%	2%	6%
33	CC(=O)C1=C(c2cccc([N+](=O)[O-])c2)N(C(C)=O)n2c(C)nnc2S1	7%	-3%	0.0%	-22%	14%	-9%
34	COc1cc(OC)cc(C(=O)Nc2cccc3ccccc23)c1	-1%	0%	0.2%	-6%	.	-6%
35	COc1ccccc1OC(=O)CN1C(=O)c2ccccc2C1=O	25%	1%	-0.1%	8%	-4%	-2%
36	O=c1c2ccccc2cnn1Cc1nnc(-c2cccs2)o1	-4%	0%	0.5%	-4%	8%	5%

No.	Integrin act MD	USP2a inh	uPA surface inh	TSG101-PTAP inh	TRPV1 ag
25	-4%	0%	-3%	-1%	6
26	10%	-5%	1%	-2%	1
27	-30%	1%	0%	-1%	1
28	-14%	1%	-1%	-1%	?
29	.	0%	.	.	-1
30	-65%[inhibitor]	-4%	-20%	0%	-1
31	0%	3%	.	-3%	9
32	12%	-3%	1%	-1%	4
33	-9%	0%	?	-5%	-2
34	-12%	-1%	?	-2%	-3
35	17%	3%	11%	-2%	6
36	-16%	-1%	-2%	-5%	0

Shown with one line to a screen: part of the list above
(16) CCOP(=O)(OCC)C(Nc1cc(Cl)cc(Cl)c1)c1cccc(O)c1 (stereo unspecified)
(17) Cn1c(CC(=O)Nc2ccccc2F)nnc1SCC(=O)Nc1nccs1
Screen / compound no.	16	17
Eya2 phos inh	-12%	7%
ASM inhibitor	14%	3%
B2AR arrestin	-0.5%	0.4%
BRCA1 expr act	-7%	-4%
p53 reactivation	0%	6%
ELG1 genotox	0%	1%
Integrin act MD	-32%	?
USP2a inh	-5%	0%
uPA surface inh	-18%	6%
TSG101-PTAP inh	-4%	-4%
TRPV1 ag	-2	-2

Random draw from the library. About 2.6% of those tested had a hit in this group.
